ROMK primary – ROMK potassium channel modulators, primary screen, cell-based, thallium flux, MLSMR library; Tet-inducible ROMK, thallium flux fluorescence; actives lie on both sides; B-score at 10 µM; hit rate 2% among 130,000;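 active = signal ratio slope over the read window, or its plate-corrected B-score, at least 3 SD from the plate mean, either direction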;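 also: B-score of the F/F0 ratio slope over 7 to 12 s after thallium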
Target sequence (P48048 whole entry, looked up): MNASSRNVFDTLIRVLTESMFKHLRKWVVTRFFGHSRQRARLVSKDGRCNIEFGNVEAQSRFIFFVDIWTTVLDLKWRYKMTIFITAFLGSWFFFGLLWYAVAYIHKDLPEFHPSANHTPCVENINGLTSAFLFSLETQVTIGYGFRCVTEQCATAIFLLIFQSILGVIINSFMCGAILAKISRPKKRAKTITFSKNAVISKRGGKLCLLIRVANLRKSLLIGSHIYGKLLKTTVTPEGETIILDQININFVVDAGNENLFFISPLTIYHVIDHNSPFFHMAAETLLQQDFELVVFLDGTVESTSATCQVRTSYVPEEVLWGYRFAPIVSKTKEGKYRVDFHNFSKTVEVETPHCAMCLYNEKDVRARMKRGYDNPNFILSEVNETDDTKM
TLR4 MyD88 comp – inhibitors of TLR4-MyD88 association in cells, primary screen, cell-based, HeLa CL3-4, BLA complementation, FRET ratio | HeLa CL3-4 TLR4/MyD88 BLA complementation | Toll-like receptor 4 (Homo sapiens) + Myeloid differentiation primary response protein … | hit rate 0.18% among 200,000 | inhibition, % at 8.4 µM; in the data active = inhibition above about 25%;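 also: 0% = vehicle and 100% = reference inhibitor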
PPARg SRC2 recr – agonists of PPARg-SRC-2 recruitment, primary screen, biochemical, HTS; PPARgamma LBD-SRC-2 recruitment; AID 1032, 2008; activation, % at 8 µM; hit rate 0.34% among 200,000; in the data active = activation above about 22%;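 also: 0% = vehicle and 100% = reference agonist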
Target sequence (P37231 whole entry, looked up, the tested form may be a part): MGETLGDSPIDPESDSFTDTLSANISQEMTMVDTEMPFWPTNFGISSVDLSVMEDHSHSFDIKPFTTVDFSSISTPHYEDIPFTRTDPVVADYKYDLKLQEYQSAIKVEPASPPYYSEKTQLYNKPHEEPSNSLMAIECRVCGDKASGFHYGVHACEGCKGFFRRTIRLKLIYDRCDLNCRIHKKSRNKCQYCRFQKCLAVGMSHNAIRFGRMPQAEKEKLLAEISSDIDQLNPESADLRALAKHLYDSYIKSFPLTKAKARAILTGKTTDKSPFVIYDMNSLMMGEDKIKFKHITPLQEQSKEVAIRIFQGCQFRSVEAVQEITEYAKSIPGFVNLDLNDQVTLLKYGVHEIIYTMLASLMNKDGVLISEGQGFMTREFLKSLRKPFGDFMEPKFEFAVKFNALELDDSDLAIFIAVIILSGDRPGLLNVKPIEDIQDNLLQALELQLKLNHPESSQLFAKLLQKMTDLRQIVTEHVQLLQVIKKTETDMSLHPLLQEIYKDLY
DTT redox prof – compounds producing H2O2 with reducing agent – biochemical, NIH compound library profiling, artefact control for MLSCN library redox annotation, primary screen | DTT-dependent redox cycling H2O2, phenol red/HRP absorbance; 100% = 100 µM peroxide control, 0% = buffer | activation, % at 10 µM | hit rate 0.03% among 200,000 | AID 878, 2007;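 active = activation of at least 50% relative to the plate's high and low controls in the primary single-dose screen; inactive = activation below 50%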;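 also: compound incubated with DTT at 0.8 mM final as the reducing agent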
TR-FRET SRC-2 ct – TR-FRET signal artefacts, primary screen, artefact control for PPARgamma SRC-2 agonist project, biochemical | TR-FRET artefact counter-screen; hits give high values | hit rate 0.4% among 200,000 | TR-FRET ratio at 8 µM | AID 1049, 2008; in the data active = TR-FRET ratio above about 2000; also: inactives centre near 1500
PPARg SRC-3 ag – PPARgamma agonists recruiting SRC-3 coactivator, primary screen, biochemical; hit rate 0.26% among 200,000; biochemical PPARgamma/SRC-3 coactivator recruitment assay; Peroxisome proliferator-activated receptor gamma (Homo sapiens), P37231; AID 731, 2007; activation, % at 8 µM; in the data active = activation above about 23%;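 also: 0% = DMSO and 100% = reference agonist; some compounds past the cut are filed as inactive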
L major viab – Leishmania major promastigote growth inhibition, primary screen; inhibition, % at 10 µM; hit rate 9% among 200,000; Leishmania major promastigotes, resazurin fluorescence viability; in the data active = inhibition above about 50%;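 also: promastigotes grown with compound for 44 hours at 28 °C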
bIAP inh – bovine intestinal alkaline phosphatase inhibitors, primary screen, selectivity assay for TNAP inhibitor project, biochemical, bovine IAP, CDP-star luminescence; alkaline phosphatase, intestinal [Bos taurus]; purified bovine IAP, 30 min; inhibition, % at 20 µM; 190,000 tested, under 10 active;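 active = over 50% inhibition of intestinal alkaline phosphatase at 20 µM in the single-dose screen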
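Incubation: 30 min reaction at room temperature / Material: purified bovine intestinal alkaline phosphatase (IAP) enzyme / Input: enzyme at 1/65,000,000 dilution / Dosing: 20 µM single dose / Signal: CDP-star luminescence signal / Reagent: CDP-star chemiluminescent phosphatase substrate, 30 µM final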
PPARg SRC1 recr – PPARgamma agonists recruiting SRC-1 coactivator, primary screen, biochemical; Peroxisome proliferator-activated receptor gamma (Homo sapiens), P37231; PPARgamma-SRC-1 coactivator recruitment biochemical assay; activation, % at 8 µM; hit rate 0.41% among 200,000; AID 631, 2007; in the data active = activation above about 19%;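 also: 0% = DMSO and 100% = reference agonist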
S1P3 antag – S1P3 receptor antagonists, primary screen, cell-based; Sphingosine 1-phosphate receptor 3 (Homo sapiens), Q99500; CHO S1P3 NFAT-BLA reporter, FRET fluorescence, antagonist mode; inhibition, % at 4.98 µM; hit rate 0.27% among 170,000;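 active = inhibition above the plate cutoff, the mean inhibition of test wells on that plate plus 3 SD, cut at about 28% in these data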;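 also: cells challenged with S1P at its EC80 of 0.8 µM; blue over green emission ratio from cleaved BLA substrate after 4 h stimulation; 0% = S1P-stimulated wells and 100% = unstimulated DMSO-only wells; some compounds past the cut are filed as inactive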
bIAP act – bovine intestinal alkaline phosphatase activators, primary screen, biochemical, bovine IAP, CDP-star luminescence. activation factor at 20 µM. alkaline phosphatase, intestinal [Bos taurus]. purified bovine IAP, 30 min; hits give high values; fold of DMSO-control signal, blank-subtracted. hit rate 0.17% among 200,000;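 active = activation factor of 2 or more at 20 µM, a signal rise over negative controls twice the positive control's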
* = called active by the depositor; . = no result given.

SMILES | ROMK primary | TLR4 MyD88 comp | PPARg SRC2 recr | DTT redox prof | TR-FRET SRC-2 ct | PPARg SRC-3 ag | L major viab | bIAP inh | PPARg SRC1 recr | S1P3 antag | bIAP act
O=C(/C=C/c1cccc([N+](=O)[O-])c1)N1CCN(C(=O)c2ccco2)CC1 | -0.32 | 0 | -1 | -0.7 | 1661 | 5 | -5 | -3 | 12 | -31 | 1
CCN(CC)c1ccc2cc(C=O)c(=O)oc2c1 | . | 12 | 9 | 0.1 | 1614 | -1 | 7 | 36 | -4 | . | 0.6
C=CCN1C(=O)CSc2ccc(C(=O)OCC)cc21 | -0.074 | -3 | -10 | 2.0 | 1467 | 1 | 4 | 7 | 2 | . | 0.9
Nc1ncc(-c2ccc([N+](=O)[O-])cc2)cn1 | . | -3 | -2 | 0.7 | 1419 | -5 | -1 | 14 | 3 | -19 | 0.9
O=C(NCCN1CCCC1)c1cc(-c2ccncc2)nc2ccc(S(=O)(=O)N3CCOCC3)cc12 | . | -9 | 8 | -2.6 | 1699 | -3 | -1 | -5 | 3 | 2 | 1.1
CCOC(=O)CN1N=C(/C=C/c2ccc(C)cc2)CCC1=O | . | 0 | 2 | 1.6 | 1552 | 8 | -3 | 0 | 8 | . | 1
Cc1cccc(/C=N/NC(=O)C(C)Nc2cccc3ccccc23)n1 (stereo not drawn) | 0.09 | 3 | 5 | -0.1 | 1570 | 11 | 6 | -58 | 4 | . | 1.6
CC1SC(c2ccc(Cl)cc2Cl)NC1=O (stereo not drawn) | -1.1 | -5 | 1 | 0.6 | 1500 | -4 | -1 | 6 | 9 | . | 0.9
CN(CC(=O)O/N=C(\N)c1ccc([N+](=O)[O-])cc1)S(=O)(=O)c1ccccc1 | 0.0077 | -10 | 5 | 0.1 | 1543 | 2 | -7 | 41 | 0 | . | 0.6
Cc1ccc(-n2cc(CNC(C)c3cnn(C)c3)c(-c3ccc(F)cc3)n2)cc1 (stereo not drawn) | -2.7* | -2 | 2 | 0.5 | 1719 | -3 | 38 | -2 | 8 | -3 | 1
O=C(NCCCn1ccnc1)c1cc(S(=O)(=O)N2CCOCC2)ccc1F | 0.02 | -7 | 4 | -0.1 | 1597 | 3 | -6 | 7 | 2 | -19 | 0.9
CC(C)(C)c1cc(=O)[nH]c(SCc2ccccc2)n1 | -1.4 | 3 | 5 | -2.0 | 1557 | 5 | 0 | 5 | 8 | -10 | 0.9
CC(=O)c1cccc(CN2CCN(C3CCCC3)C(CCO)C2)c1 (stereo not drawn) | -0.2 | 5 | -2 | 0.2 | 1495 | 6 | 45 | -2 | -5 | -6 | 1
CSc1ncc(CN2CCN(CCC(C)C)C(CCO)C2)cn1 (stereo not drawn) | 0.48 | -2 | -5 | -0.9 | 1276 | 1 | 1 | 8 | -3 | 1 | 0.9
COC(=O)C1=C(O)/C(=C\c2ccc(CNS(=O)(=O)c3ccc(Cl)cc3)o2)N=C1C | . | 4 | -4 | -0.3 | 1577 | -2 | 53* | -10 | 6 | 1 | 1.1
C=CCc1c(OC(C)=O)c2ccccc2n(C)c1=O | . | -12 | -10 | 0.0 | 1519 | -2 | -2 | -4 | -2 | -15 | 1
CCNC(=S)N1CCN(CCN=CC2=C(O)CC(c3cccs3)CC2=O)CC1 (stereo not drawn) | 0.15 | -6 | -8 | 0.0 | 1630 | 1 | -8 | 1 | 0 | . | 1
Cc1sc(NC(=O)c2ccco2)c(CN2CCN(Cc3ccccc3)CC2)c1C | 1.9 | 6 | 4 | 0.4 | 1186 | -2 | 35 | -7 | 1 | -21 | 1.1
CCCC(=O)Nc1cc(-c2cn3cccnc3n2)ccc1OC | . | 11 | -2 | 2.4 | 1519 | -10 | 63* | 4 | 8 | . | 1
C#CCSc1nnc(-c2ccc(O)cc2)o1 | 0.16 | -13 | 1 | -0.3 | 1621 | 10 | -4 | -3 | 2 | -17 | 1
COc1cc(-c2ncc3ccccn23)cc(OC)c1OC | 0.2 | -6 | -4 | -0.1 | 1349 | -6 | 26 | 3 | -6 | . | 1
COc1ccc(CC2(CO)CCN(C(=O)NCc3ccccc3)CC2)cc1 | -0.08 | -3 | 0 | -10 | 1420 | -7 | 2 | -3 | -10 | -11 | 1
COc1ccc(Nc2nc(Cl)nc(Nc3ccc(OC)cc3OC)n2)c(OC)c1 | . | 1 | 2 | -0.2 | 1639 | 1 | 17 | 2 | 7 | 9 | 1
COCCn1c(-c2cccs2)nc2c(c(=O)c3ccccc3n2C)c1=O | . | 6 | -4 | 1.1 | 1792 | 5 | 5 | 8 | -8 | . | 0.9
Cc1ccc(C(=O)OCC(=O)N2CCc3ccccc32)cc1 | . | 7 | -12 | 1.9 | 1552 | -4 | 2 | 8 | -8 | . | 0.9
CCN1C(=O)c2cccc3c(NC(=O)C(C)(C)C)ccc1c23 | 0.36 | -2 | 1 | 1.7 | 1495 | -6 | -4 | 13 | 2 | 4 | 0.9
O=C(c1ccco1)N1N=C(c2ccncc2)CC1(O)C(F)(F)F (stereo not drawn) | -0.7 | -4 | 6 | -0.4 | 1744 | 2 | -7 | -20 | 13 | 2 | 1.2
O=C(c1ccccc1)n1ccc2ccccc21 | -0.61 | -11 | 4 | 0.5 | 1642 | -2 | -11 | 16 | 8 | -4 | 0.8
COC1=CC(=O)CC(C)C12Oc1c(Cl)c(OC)cc(OC)c1C2=O (stereo not drawn) | . | 10 | -1 | 0.0 | 1491 | 4 | -3 | 11 | 12 | 1 | 0.9
Cc1cc(C)n2nc(SCc3cc(=O)oc4cc(C)c(C)cc34)nc2n1 | -0.32 | -13 | 12 | 0.0 | 1405 | 0 | 5 | -2 | 1 | . | 1
O=C(Cn1c(=O)sc2ccccc21)NCc1ccco1 | . | -6 | 5 | -0.3 | 1421 | -2 | -4 | 10 | 6 | . | 0.9
COc1ccc(N2C(N)=NC(N)=NC23CCCC3)cc1 | . | -1 | 3 | -2.0 | 1520 | 2 | -3 | 14 | 11 | -4 | 0.9
O=C(c1nc2ccccn2c1CN1CCN(c2ccccc2O)CC1)N1CCCC1 | 0.38 | 2 | 3 | -0.5 | 1546 | 4 | 0 | -14 | 8 | -8 | 1.1
CC(Oc1ccc(Cl)cc1Cl)C(=O)Nc1cccnc1 (stereo not drawn) | -0.76 | -9 | -1 | -0.7 | 1675 | -5 | 6 | -7 | 6 | . | 1.1
COc1ccc([C@@H]2C[C@H]3CN(Cc4ccccc4OC)C(=O)[C@]34CCCN24)cc1C | . | -11 | 6 | -0.2 | 1359 | 6 | 7 | -36 | -2 | 2 | 1.4
CCCCOc1ccc(N2C(=O)CC(N(O)c3ccccc3)C2=O)cc1 (stereo not drawn) | -0.95 | -9 | 1 | -2.3 | 1534 | 5 | -4 | 5 | -3 | -8 | 0.9
Nc1nc(N2CCN(c3ccccc3)CC2)n[nH]1 | 0.62 | -3 | -1 | -0.3 | 1537 | 2 | -6 | -13 | -1 | -15 | 1.1
CC(CC(=O)O)CC(=O)Nc1cccc([N+](=O)[O-])c1 (stereo not drawn) | . | 5 | 10 | -1.8 | 1645 | 4 | -4 | -12 | 16 | -20 | 1.1
Cc1ccc(Nc2c(-c3cccnc3)nc3ccc(Br)cn23)cc1 | -0.22 | -3 | 0 | -1.1 | 1274 | -6 | 16 | -34 | 3 | -21 | 1.3
OCCNCCOCCOc1ccccc1-c1ccccc1 | -0.99 | -1 | -3 | 0.0 | 1505 | 3 | 62* | 32 | 10 | -5 | 0.7
Cc1ccc(C2(c3noc(CN(C)CC4CCCCO4)n3)CCCC2)cc1 (stereo not drawn) | 0.43 | -2 | 4 | -0.2 | 1632 | 2 | -7 | -21 | 6 | -9 | 1.2
O=C(CS(=O)(=O)Cc1ccccc1)NCc1ccc2c(c1)OCO2 | -0.0072 | 12 | 10 | 4.0 | 1689 | 2 | -3 | 1 | 3 | 3 | 1
Cc1ccc(N(CC(=O)N/N=C/c2ccco2)S(=O)(=O)c2ccccc2)cc1 | 0.2 | 5 | 4 | -4.9 | 1527 | 1 | 2 | 13 | -7 | . | 0.9
COc1ccc(-c2ccc(-c3noc(C4CCCCC4)n3)c(OC)n2)cc1 | -0.8 | -1 | 8 | 1.9 | 1648 | 0 | 8 | -3 | 8 | -9 | 1
O=S(=O)(Nc1ccc(-c2csc(-c3ccccc3)n2)cc1)c1ccccc1 | -0.39 | 8 | 6 | 0.0 | 1530 | 3 | -2 | -17 | 1 | -3 | 1.2
O=C(O)c1ccccc1C(=O)N1CCN(c2cccc(Cl)c2)CC1 | -0.063 | 3 | 15 | -1.8 | 1598 | 1 | -5 | -8 | 1 | -1 | 1.1
CN(C)/C(Cn1cncn1)=C1/N=C(c2c(F)cccc2F)OC1=O | 0.83 | -14 | -3 | 1.1 | 1573 | 2 | -7 | 3 | 11 | -10 | 1
Cc1oc(-c2ccc(Cl)cc2)nc1CN1CCC(C(=O)NCc2cccs2)CC1 | -0.047 | -16 | 10 | 0.0 | 1616 | 10 | 3 | -26 | 5 | . | 1.3
Cc1ccc(C(=O)Nc2ccc(Cl)cc2C)c(Cl)c1 | -0.043 | -9 | -1 | -1.0 | 1733 | 3 | 1 | -6 | 9 | -26 | 1.1
C=CCn1c(=O)c2c(nc3n2CC(C)CN3c2cccc(OC)c2)n(C)c1=O (stereo not drawn) | . | -5 | 2 | -1.2 | 1726 | 2 | 3 | -2 | 2 | 4 | 1

Among those listed so far, these have an NH in an aromatic ring.
SMILES | ROMK primary | TLR4 MyD88 comp | PPARg SRC2 recr | DTT redox prof | TR-FRET SRC-2 ct | PPARg SRC-3 ag | L major viab | bIAP inh | PPARg SRC1 recr | S1P3 antag | bIAP act
CC(C)(C)c1cc(=O)[nH]c(SCc2ccccc2)n1 | -1.4 | 3 | 5 | -2.0 | 1557 | 5 | 0 | 5 | 8 | -10 | 0.9
Nc1nc(N2CCN(c3ccccc3)CC2)n[nH]1 | 0.62 | -3 | -1 | -0.3 | 1537 | 2 | -6 | -13 | -1 | -15 | 1.1

A few values from the list:
bIAP inh result of Cc1ccc(N(CC(=O)N/N=C/c2ccco2)S(=O)(=O)c2ccccc2)cc1 stands at 13
bIAP inh result of COc1ccc(-c2ccc(-c3noc(C4CCCCC4)n3)c(OC)n2)cc1 stands at -3
S1P3 antag result of O=C(O)c1ccccc1C(=O)N1CCN(c2cccc(Cl)c2)CC1 stands at -1
PPARg SRC-3 ag result of Cc1ccc(C2(c3noc(CN(C)CC4CCCCO4)n3)CCCC2)cc1 (stereo not drawn) stands at 2
ROMK primary result of O=S(=O)(Nc1ccc(-c2csc(-c3ccccc3)n2)cc1)c1ccccc1 stands at -0.39

Bioassay records: PubChem, several laboratories

An unsorted share of the library; about 11% have a hit in one of these screens.
